# U2OS ROS induce = inducers of reactive oxygen species in cancer cells; U2OS ROS induction, H2DCF-DA fluorescence; ROS induction (% of piperlongumine), % at 10 µM; 2% of 46,000 active; AID 624156; in the data active = ROS induction above about 79%, passing the limit was not always enough; inconclusive = no clear call, values can overlap the other calls;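 note: 0% = DMSO vehicle median and 100% = reference compound median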
# An asterisk follows results filed as active; u = inconclusive. These rows are one share of the data (hit frequency here may not be typical).
no. | Molecule | U2OS ROS induce
1 | COc1ccc(S(=O)(=O)Nc2cccc3c2O[C@H](CN(C)Cc2ccc(Cl)c(Cl)c2)[C@H](C)CN([C@@H](C)CO)C3=O)cc1 | 84*
2 | COc1cccc(OC)c1C(=O)NC(=S)Nc1cccc(-c2nn3c(C)nnc3s2)c1 | -1
3 | C[C@H]1CN([C@@H](C)CO)C(=O)Cc2cc(NC(=O)Nc3ccccc3)ccc2O[C@@H]1CN(C)S(=O)(=O)c1ccccc1 | -4
4 | C[C@@H]1CN([C@H](C)CO)C(=O)Cc2cc(NC(=O)Nc3ccccc3)ccc2O[C@H]1CN(C)S(C)(=O)=O | -1
5 | C[C@H]1CN([C@@H](C)CO)C(=O)Cc2cc(NC(=O)Cc3ccccc3)ccc2O[C@H]1CN(C)C | -1
6 | COc1cccc(NC(=O)CSc2nnc(-c3cccc(C)c3)n2-c2ccccc2)c1 | 5
7 | COc1ccccc1N1CCN(c2nc(Nc3ccc(C)cc3)c3cnn(C)c3n2)CC1 | 29
8 | C[C@@H]1CN([C@H](C)CO)C(=O)c2cc(NC(=O)CCC(F)(F)F)ccc2O[C@@H]1CN(C)Cc1ccncc1 | -14
9 | COc1ccc(S(=O)(=O)N(C)C[C@@H]2Oc3c(NC(=O)Nc4c(C)noc4C)cccc3C(=O)N([C@H](C)CO)C[C@@H]2C)cc1 | -5
10 | COc1ccc(CN(C)C[C@H]2Oc3c(NC(=O)C4CC4)cccc3C(=O)N([C@@H](C)CO)C[C@H]2C)cc1 | -16
11 | C[C@@H]1CN([C@@H](C)CO)C(=O)CCCn2cc(nn2)CO[C@@H]1CN(C)Cc1ccccc1C(=O)O | -10
12 | C[C@H]1CN([C@@H](C)CO)C(=O)c2cc(NS(=O)(=O)c3ccc(Cl)cc3)ccc2O[C@H]1CN(C)Cc1ccccc1 | 12
13 | O=c1c(=O)n2c(nn1Cc1ccc(F)cc1)sc1ccccc12 | 63
14 | C[C@H]1CN([C@@H](C)CO)C(=O)c2cc(NS(=O)(=O)c3cccs3)ccc2O[C@H]1CN(C)C(=O)NC1CCCCC1 | -6
15 | C[C@H](CO)N1C[C@H](C)[C@H](CN(C)C(=O)Nc2ccc3c(c2)OCO3)Oc2c(NC(=O)NC3CCCCC3)cccc2C1=O | -4

# 2 neighbouring records already listed, quoted:
no. | Molecule | U2OS ROS induce
13 | O=c1c(=O)n2c(nn1Cc1ccc(F)cc1)sc1ccccc12 | 63
14 | C[C@H]1CN([C@@H](C)CO)C(=O)c2cc(NS(=O)(=O)c3cccs3)ccc2O[C@H]1CN(C)C(=O)NC1CCCCC1 | -6

# New compounds follow.
no. | Molecule | U2OS ROS induce
16 | CNc1nc(SC(C)C(=O)OC)nc(N2CCOCC2)n1 (stereo unspecified) | -12
17 | CC(C)NC(=O)Nc1ccc2c(c1)C(=O)N([C@H](C)CO)C[C@H](C)[C@@H](CN(C)C(=O)NC(C)C)OCCCC[C@@H](C)O2 | -6
18 | Cc1ccc([N+](=O)[O-])c(OCCCN2C(=O)NC(C)(C)C2=O)c1 | 54
19 | C[C@H]1CN([C@@H](C)CO)C(=O)c2cc(NC(=O)NC3CCCCC3)ccc2O[C@H]1CN(C)Cc1ccncc1 | -6
20 | COc1ccc(OC)c(S(=O)(=O)ON2C(=O)c3ccccc3C2=O)c1 | u
21 | C[C@H]1CN([C@@H](C)CO)C(=O)c2cc(NC(=O)Cn3cnnn3)ccc2O[C@H]1CN(C)Cc1ccc(C(=O)O)cc1 | 0
22 | O=C(CCCCCCC(=O)Nc1ccccc1O)N/N=C/c1cccnc1Br | 0
23 | C[C@H](CO)N1C[C@H](C)[C@@H](CN(C)C(=O)Nc2ccccc2)Oc2c(NS(=O)(=O)c3ccc(Cl)cc3)cccc2C1=O | 53
24 | CCOC(=O)c1cc(NC(=O)CSc2nc3ccccc3[nH]2)ccc1Cl | 45
25 | C[C@@H]1CN([C@@H](C)CO)C(=O)CCCn2nncc2CO[C@H]1CN(C)S(=O)(=O)c1ccc(-c2ccccc2)cc1 | 25
26 | Cc1noc(C)c1NC(=O)Nc1ccc2c(c1)C(=O)N([C@@H](C)CO)C[C@H](C)[C@@H](CN(C)C(=O)Nc1ccc(F)cc1)O2 | -4
27 | COc1ccc(S(=O)(=O)N(C)C[C@H]2Oc3ccc(NC(=O)Nc4c(C)noc4C)cc3CC(=O)N([C@@H](C)CO)C[C@@H]2C)cc1 | 0
28 | OCC1OC(Oc2cc(O)cc(/C=C/c3ccccc3)c2)C(O)C(O)C1O (stereo unspecified) | -10
29 | Cc1ccc(S(=O)(=O)N(C)C[C@@H]2Oc3ccc(NS(=O)(=O)c4cccs4)cc3C(=O)N([C@@H](C)CO)C[C@@H]2C)cc1 | -13
30 | Nc1ccccc1C(=O)NC1CCCCNC1=O (stereo unspecified) | -18

# Shown field by field: part of the list above.
17) CC(C)NC(=O)Nc1ccc2c(c1)C(=O)N([C@H](C)CO)C[C@H](C)[C@@H](CN(C)C(=O)NC(C)C)OCCCC[C@@H](C)O2
  U2OS ROS induce: -6
18) Cc1ccc([N+](=O)[O-])c(OCCCN2C(=O)NC(C)(C)C2=O)c1
  U2OS ROS induce: 54

# (next part)
no. | Molecule | U2OS ROS induce
31 | Cc1noc(C)c1NC(=O)Nc1cccc2c1O[C@H](CN(C)C(=O)Nc1ccc(F)cc1)[C@@H](C)CN([C@H](C)CO)C2=O | -5
32 | C[C@H](CO)N1C[C@H](C)[C@H](CN(C)C(=O)Nc2ccccc2)Oc2ccc(NC(=O)C3CCCCC3)cc2CC1=O | 10
33 | COc1ccc(NC(=O)Nc2ccc3c(c2)C(=O)N([C@@H](C)CO)C[C@H](C)[C@H](CN(C)S(=O)(=O)c2cn(C)cn2)O3)cc1 | 1
34 | C[C@@H]1CN([C@H](C)CO)C(=O)c2cccc(NS(=O)(=O)c3ccc(Cl)cc3)c2O[C@H]1CN(C)C(=O)Nc1ccc(C(F)(F)F)cc1 | -13
35 | O=C(CSc1nnnn1-c1ccccc1)Nc1cc(Cl)c(Cl)cc1Cl | -12
36 | CC1=NN(C(=O)c2ccccc2)C(O)(C(F)(F)F)C1 (stereo unspecified) | -7
37 | COc1ccc(S(=O)(=O)Nc2ccc3c(c2)C(=O)N([C@@H](C)CO)C[C@H](C)[C@@H](CN(C)C(=O)Nc2ccc(C(F)(F)F)cc2)O3)cc1 | 3
38 | COc1ccc(NC(=O)N(C)C[C@H]2Oc3ccc(NC(=O)C4CC4)cc3CC(=O)N([C@@H](C)CO)C[C@@H]2C)cc1 | -13
39 | COCCOC(=O)N1C(=O)[C@@]2(c3ccccc31)[C@H](C(=O)Nc1nc3ccccc3s1)[C@H]1C(=O)O[C@H](c3ccccc3)[C@H](c3ccccc3)N1[C@@H]2c1ccc(OCCO)cc1 | 36
40 | C[C@H]1CN([C@@H](C)CO)C(=O)Cc2cc(NC(=O)NC3CCCCC3)ccc2O[C@@H]1CN(C)Cc1ccc2c(c1)OCO2 | 10
41 | C[C@H]1CN([C@@H](C)CO)C(=O)c2cc(NC(=O)c3ccncc3)ccc2O[C@H]1CN(C)C(=O)Nc1cccc2ccccc12 | -4
42 | Cc1noc(C)c1S(=O)(=O)Nc1ccc2c(c1)CC(=O)N([C@@H](C)CO)C[C@@H](C)[C@@H](CN(C)Cc1ccc(C(=O)O)cc1)O2 | -3
43 | C[C@H](CO)N1C[C@H](C)[C@H](CN(C)C(=O)Nc2ccc(C(F)(F)F)cc2)Oc2ccc(N(C)C)cc2CC1=O | -6
44 | C[C@H](CO)N1C[C@H](C)[C@@H](CN(C)C(=O)Nc2ccccc2)Oc2ccc(NC(=O)NC3CCCCC3)cc2C1=O | -5
45 | Cc1noc(C)c1S(=O)(=O)N(C)C[C@H]1Oc2ccc(NS(=O)(=O)c3ccc(F)cc3)cc2C(=O)N([C@H](C)CO)C[C@H]1C | -7
46 | COC(=O)CCCCCCC(=O)N/N=C/c1cccc(B(O)O)c1 | 12
47 | Cc1ccc(C(=O)N2CCCCC2)cc1 | -10
48 | Cn1c(CSc2cc(C(F)(F)F)nc3ccccc23)nnc1SCC(=O)c1ccccc1 | 18
49 | O=C(NCCc1nc2ccccc2n1Cc1ccccc1)c1ccccc1 | -5
50 | C[C@@H]1CN([C@H](C)CO)C(=O)c2cccc(NS(=O)(=O)c3ccc(Cl)cc3)c2O[C@@H]1CN(C)C(=O)Nc1ccc2c(c1)OCO2 | -4
51 | COc1ccc2c(c1)CCC1C2CC[C@@]2(C)C1CC[C@@H]2O (stereo partly specified) | -7
52 | COc1ccc(Br)cc1/C=C/C(=O)O | -2
53 | C[C@@H]1CN([C@H](C)CO)C(=O)CCCn2cc(nn2)CO[C@@H]1CN(C)C(=O)Nc1cccc(Oc2ccccn2)c1 | -13
54 | C[C@H](CO)N1C[C@H](C)[C@@H](CN(C)C(=O)Nc2cccc3ccccc23)Oc2ccc(NC(=O)Nc3ccc4c(c3)OCO4)cc2C1=O | 2
55 | C[C@@H]1CN([C@H](C)CO)C(=O)c2cc(NC(=O)Nc3ccc(F)cc3)ccc2O[C@@H]1CN(C)C(=O)NC1CCCCC1 | -3
56 | CC(C)NC(=O)Nc1cccc2c1O[C@H](CN(C)Cc1ccc(C(F)(F)F)cc1)[C@H](C)CN([C@@H](C)CO)C2=O | -7
57 | C[C@@H]1CN([C@@H](C)CO)C(=O)c2cccc(NC(=O)Nc3ccc4c(c3)OCO4)c2O[C@H]1CN(C)Cc1ccc2c(c1)OCO2 | 24
58 | Cc1cc2c(c(Sc3ccccc3)n1)C(=O)OC2 | -4
59 | C[C@H](CO)N1C[C@H](C)[C@H](CN(C)C(=O)Nc2ccc(F)cc2)Oc2ccc(NC(=O)Cc3ccccc3)cc2CC1=O | -1
60 | COC(=O)c1c(C)nc(C)c(C(=O)OC)c1-c1csc(S(=O)(=O)/N=C/N(C)C)c1 | -10
61 | Cc1cc2nc(NC3=NC(O)C=C(CSc4nc5ccccc5[nH]4)N3)nc(C)c2cc1C (stereo unspecified) | 0
62 | NS(=O)(=O)c1ccc(N2C(=O)C3CC=CCC3C2=O)cc1 (stereo unspecified) | 32
63 | COc1ccc2c(c1)c(C(=O)ON1C(=O)CCC1=O)c(C)n2C1CC1 | -2
64 | C[C@H](CO)N1C[C@H](C)[C@H](CN(C)Cc2ccccc2)Oc2c(NC(=O)Nc3ccc4c(c3)OCO4)cccc2C1=O | -11
65 | C[C@H]1CN([C@@H](C)CO)C(=O)c2cccc(NS(=O)(=O)c3ccccc3)c2O[C@@H]1CN(C)Cc1ccc(-c2ccccc2)cc1 | u
66 | COc1ccc(S(=O)(=O)Nc2cccc3c2O[C@H](CN(C)S(=O)(=O)c2cn(C)cn2)[C@@H](C)CN([C@H](C)CO)C3=O)cc1 | -8
67 | COC(=O)Cc1c(C)nc2nc(NCc3c(F)cccc3Cl)[nH]n2c1=O | 0
68 | NC(=O)CSc1ccc(-c2ccncc2)nn1 | -12
69 | CCOC(=O)c1nc(C)sc1-c1ccnn1S(=O)(=O)c1ccccc1C(F)(F)F | 16
70 | COc1ccc2c(Sc3ccc(C)cc3)c(C(=O)NCCc3ccc(OC)c(OC)c3)[nH]c2c1 | 6
71 | COc1cc(CN2CCCC(C(=O)N3CCCCCC3)C2)ccc1OCc1ccccc1 (stereo unspecified) | 8
72 | CCOC(=O)c1ncn2c1CN(C)C(=O)c1cc(F)ccc1-2 | -5
73 | C[C@H](CO)N1C[C@H](C)[C@H](CN(C)Cc2ccc(Cl)c(Cl)c2)Oc2ccc(NS(=O)(=O)c3ccc(F)cc3)cc2C1=O | 20
74 | CN(CCO)c1ccc(/C=N/NC(=O)c2ccccn2)cc1 | -3
75 | C[C@H]1CN([C@@H](C)CO)C(=O)Cc2cc(NC(=O)Cc3ccccc3)ccc2O[C@@H]1CN(C)C(=O)NC1CCCCC1 | -6

# Structural class: the entries above with an NH in an aromatic ring
no. | Molecule | U2OS ROS induce
24 | CCOC(=O)c1cc(NC(=O)CSc2nc3ccccc3[nH]2)ccc1Cl | 45
61 | Cc1cc2nc(NC3=NC(O)C=C(CSc4nc5ccccc5[nH]4)N3)nc(C)c2cc1C (stereo unspecified) | 0
67 | COC(=O)Cc1c(C)nc2nc(NCc3c(F)cccc3Cl)[nH]n2c1=O | 0
70 | COc1ccc2c(Sc3ccc(C)cc3)c(C(=O)NCCc3ccc(OC)c(OC)c3)[nH]c2c1 | 6

# (next part)
no. | Molecule | U2OS ROS induce
76 | Cc1noc(C)c1NC(=O)Nc1cccc2c1O[C@H](CN(C)S(=O)(=O)c1ccc(Cl)cc1)[C@@H](C)CN([C@@H](C)CO)C2=O | 2
77 | O=c1c(-c2ccc(O)cc2O)coc2cc(O)cc(O)c12 | -4
78 | C[C@H]1CN([C@@H](C)CO)C(=O)c2cccc(NC(=O)C3CC3)c2O[C@@H]1CN(C)CC1CCCCC1 | -2
79 | Cc1cc(C(=O)Nc2cccc3c2O[C@@H](CN(C)S(=O)(=O)c2c(C)noc2C)[C@@H](C)CN([C@H](C)CO)C3=O)n(C)n1 | -6
80 | Cc1noc(C)c1S(=O)(=O)Nc1ccc2c(c1)C(=O)N([C@@H](C)CO)C[C@@H](C)[C@@H](CN(C)S(=O)(=O)c1ccc(Cl)cc1)O2 | -6
81 | C[C@@H]1CN([C@@H](C)CO)C(=O)c2cccc(NS(=O)(=O)c3ccccc3)c2O[C@H]1CN(C)Cc1ccc(Cl)c(Cl)c1 | 151*
82 | COc1ccccc1NC(=O)C1=C(C)Nc2ncnn2C1c1ccc(C(=O)O)cc1 (stereo unspecified) | -13
83 | C[C@H](CO)N1C[C@H](C)[C@@H](CN(C)Cc2ccc(C(=O)Nc3ccccc3N)cc2)Oc2ccc(NC(=O)Nc3ccc(C(F)(F)F)cc3)cc2C1=O | 41
84 | C[C@@H]1CN([C@H](C)CO)C(=O)CCCn2cc(nn2)CO[C@@H]1CN(C)C(=O)CCC(F)(F)F | 3
85 | O=C(Nc1ccccc1)Nc1sccc1-c1nc2ccccc2s1 | 27
86 | C[C@@H]1CN([C@H](C)CO)C(=O)Cc2cc(NS(=O)(=O)c3ccc(F)cc3)ccc2O[C@@H]1CN(C)C(=O)Nc1ccc2c(c1)OCO2 | 5
87 | CC(C)NC(=O)Nc1ccc2c(c1)CC(=O)N([C@H](C)CO)C[C@H](C)[C@H](CN(C)Cc1ccc(C(=O)O)cc1)O2 | -4
88 | C[C@H](CO)N1C[C@H](C)[C@H](CN(C)Cc2ccc(Oc3ccccc3)cc2)Oc2c(NS(=O)(=O)c3cn(C)cn3)cccc2C1=O | -2

# High-throughput results from PubChem.
